# ARNT TACC3 PPI: disruptors of ARNT/TACC3 protein interaction, primary screen, biochemical, AlphaScreen, single concentration. Transforming acidic coiled-coil-containing protein 3 (Homo sapiens), Q9Y6A5. AlphaScreen His-ARNT PAS-B/GST-TACC3 binding, luminescence; TACC3 fragment carries E629A point mutation. inhibition, % at 9.99 µM. 390,000 tested, 0.66% active;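 active means mean inhibition of replicates at least 50% and at least half of replicates each reaching 50%; inconclusive means half or more replicates reach 50% but mean below 50%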;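 further: 0% = complete ARNT plus TACC3 wells and 100% = ARNT alone without TACC3; many hits fall short of the cut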
# PAX8 inh HTS: inhibitors of PAX8-driven TPO luciferase reporter, primary screen, RMG-I cells, single concentration; SteadyGlo, 24 h; inhibition, % at 12.6 µM; 360,000 tested, 1.2% active; AID 652154, 2013;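 active means mean replicate inhibition at least 60% with every replicate also reaching 60%; inconclusive means only one of the two criteria is met; inactive means mean below 60% and not all replicates reaching 60%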;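 further: luciferase light reporting Pax8 driven TPO promoter activity; plate controls were median of neutral control wells for no effect and mitoxantrone controls for full effect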
# DENV2 CPE: inhibitors of DENV2 cytopathic effect, primary screen, cell-based, plate reader, single concentration. 350,000 tested, 1.7% active. AID 651640, 2012. DENV2-infected cells, cytopathic effect rescue. CPE inhibition, % at 9.99 µM; in the data active means CPE inhibition above about 20%, passing the limit was not always enough; inconclusive means no clear call, values can overlap the other calls; tested in BHK-21 cells;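 further: 0% = median of neutral control wells and 100% = median of positive control wells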
# EWS-Fli block: EWS/Fli-driven NR0B1 reporter inhibitors, primary screen, A673 cells, NR0B1 luciferase, luminescence, MLPCN library | viability-normalised | inhibition, % at 12.6 µM | 350,000 tested, 0.67% active | AID 651661, 2012;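 active means mean inhibition of at least 50% after viability correction, with every replicate also passing that limit; inconclusive means mean reaches 50% but only one of two replicates passes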;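 further: firefly luciferase signal divided by Alamar Blue viability fluorescence both relative to DMSO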
# ERp5 inh: inhibitors of ERp5-driven insulin aggregation, primary screen, biochemical, turbidity, absorbance 650 nm, single point. 90 min. inhibition, % at 9.99 µM. 350,000 tested, 0.05% active;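 active means mean replicate inhibition above about 25%, with every replicate also reaching it, limit read from the data, passing the limit was not always enough; inconclusive means only one of those two criteria met; inactive means neither criterion met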
# Target sequence (Q15084 whole entry, looked up): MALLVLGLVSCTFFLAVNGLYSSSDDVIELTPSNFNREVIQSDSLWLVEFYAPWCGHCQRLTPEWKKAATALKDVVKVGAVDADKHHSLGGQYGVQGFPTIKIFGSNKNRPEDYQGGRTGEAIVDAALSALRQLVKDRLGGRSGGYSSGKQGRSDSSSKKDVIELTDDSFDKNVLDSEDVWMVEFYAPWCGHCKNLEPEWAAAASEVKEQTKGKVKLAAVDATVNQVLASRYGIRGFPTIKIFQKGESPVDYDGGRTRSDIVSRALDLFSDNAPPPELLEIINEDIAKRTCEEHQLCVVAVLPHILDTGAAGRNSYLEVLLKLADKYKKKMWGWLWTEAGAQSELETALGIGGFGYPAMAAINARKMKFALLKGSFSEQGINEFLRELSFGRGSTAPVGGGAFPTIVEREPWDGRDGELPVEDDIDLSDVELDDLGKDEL
# XiGFP reactiv: activators of inactive X chromosome reactivation, primary screen, imaging, XiGFP fibroblasts, GFP high-content imaging, set 2; XiGFP mouse fibroblasts, % GFP-positive cells imaging, 3 d; cells co-treated with 5-aza-dC sensitizer; scaled so ellipticine positive control = 100%; activation, % at 7.58 µM; 360,000 tested, 0.055% active; AID 743238, 2013;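 active means mean normalized replicate activation at least 10% and every replicate at or above 10%; inconclusive means only one of the two criteria met; inactive means mean below 10% and not all replicates reach 10%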;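 further: 0% = median of on-plate neutral control wells and 100% = ellipticine 6 µM median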
#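 Schedule: 3 d treatment, 15 min room-temperature fixation; system: 68-5-11 XiGFP fibroblast line; buffer or medium: DMEM plus 5-aza-dC sensitizer; control set: ellipticine 6 µM positive control; compound: one concentration, pinned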
# INS-1E GSIS act: GLuc luminescence reporter in INS-1E cells, primary screen for activators of glucose-dependent secretion of insulin; INS-1E GLuc reporter insulin secretion, 2-3 h; activation, % at 16.6 µM; 370,000 tested, 0.61% active; AID 743287, 2014;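 active means lowest replicate activation of at least 40%, so every replicate reaches that level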;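 further: 0% = median of neutral control wells and 100% = median of IBMX positive control wells; some compounds called inactive have numbers as strong as hits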
# F508del corr: F508del CFTR correction, initial screen, CFBE line, single point | CFBE cells, YFP halide quenching; stimulated with forskolin plus potentiator P3; % fluorescence drop versus neutral controls | activity (quench increase), % at 7.58 µM | 350,000 tested, 0.36% active | AID 720511, 2013;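 active means mean added fluorescence quench of at least 8% versus neutral control, with both replicates also reaching 8%; inconclusive means only one of the mean or replicate conditions met; inactive means mean below 8% and not both replicates reaching 8%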;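 further: cells transiently co-express mutant CFTR-F508del with the halide-sensitive YFP; corrector assay measuring rescue of mutant channel to the surface after 24 h compound exposure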
# Starred values were filed as active, the others as inactive; ? = inconclusive; nt = not tested or not shown; & = joins results of further samples.
cpd	SMILES	ARNT TACC3 PPI	PAX8 inh HTS	DENV2 CPE	EWS-Fli block	ERp5 inh	XiGFP reactiv	INS-1E GSIS act	F508del corr
1	COCC#Cc1ccc2c(c1)O[C@H](CN(C)S(=O)(=O)c1ccc(C)cc1)[C@H](C)CN([C@@H](C)CO)S2(=O)=O	5	nt	-7	6	18	-0.8	-5	-1.8
2	O=C1NC(=Nc2ccccc2)CS1	2	4	-2	8	5	0.2	0	0.0
3	c1coc(-c2ccnc3ncnn23)c1	-8	-24	nt	nt	nt	0.0	12	nt
4	C[C@@H]1CN([C@H](C)CO)C(=O)c2cccc(NC(=O)c3ccncc3)c2O[C@H]1CN(C)C(=O)NC1CCCCC1	nt	-11	-2	-2	2	-0.7	1	-3.1
5	CCOC(=O)C1CCN(CC(=O)Nc2cc(S(=O)(=O)N3CCCCC3)ccc2Cl)CC1	0	29	-3	3	-4	-0.1	-31	1.4
6	CCN1CCN(c2c(Cl)cccc2NC(=O)c2ccc([N+](=O)[O-])cc2)CC1	4	3	-4	2	3	0.0	nt	-3.7
7	CN(CCNC(=O)CN1C(=O)CSc2ccc(S(=O)(=O)N3CCCC3)cc21)Cc1ccccc1	0	16	6	-5	-4	0.0	9	-3.2
8	Cn1c(CNc2cccc(C(F)(F)F)c2)n[nH]c1=S	31	-5	-3	7	3	-0.1	-9	-0.9
9	Cc1noc(C)c1S(=O)(=O)N(C)C[C@H]1Oc2c(cccc2N(C)C)C(=O)N([C@H](C)CO)C[C@@H]1C	-3	6&0	3&5	-6&8	0&5	0.6&-0.1	-1&5	1.9&-1.0
10	COc1ccc(CN(CC2CCCO2)S(=O)(=O)c2ccc(-n3cnnn3)c(OC)c2)cc1 (stereo not drawn)	-18	22	7	15	-2	0.0	-2	-0.6
11	OCC1COC(c2ccccc2)=N1 (stereo not drawn)	nt	13	?	0	5	0.4	13	4.1
12	O=C(NCc1nc2ccccc2[nH]1)C1=C[C@@H](c2ccccc2)C[C@@H](OCc2ccc(CO)cc2)O1	-3	-7&23	-4&-8	14&2	4&2	0.0	2	0.9&-0.2
13	Cc1c(O)c2c(=O)n(-c3ccccc3)c(-c3ccccc3)cc2oc1=O	-6	22	0	-1	-10	0.0	3	-1.2
14	COc1ccc(CCn2c(=N)c(C(=O)NCC3CCCO3)cc3c(=O)n4cccc(C)c4nc32)cc1OC (stereo not drawn)	4	6	7	25	0	0.1	18	2.2
15	COc1cccc(/C=N/NC(=O)c2cccc3ccccc23)c1OC	-28	9	-1	-6	4	0.2	13	-1.3
16	O=C1c2cccc3cccc(c23)N1Cc1cccc(F)c1	-8	3	-2	2	2	nt	6	-2.8
17	Cc1noc(C)c1S(=O)(=O)N(C)C[C@H]1OCCCC[C@@H](C)Oc2ccc(NC(=O)Nc3ccccc3)cc2C(=O)N([C@@H](C)CO)C[C@H]1C	9	6	?	4	6	0.3	-9	-2.4
18	CSCCC(=O)N1CCCC(CO)(CCCc2ccccc2)C1 (stereo not drawn)	-1	-5	5	4	4	0.0	-5	1.5
19	C[C@@H]1CN([C@H](C)CO)S(=O)(=O)c2ccc(-c3ccccc3)cc2O[C@H]1CN(C)C(=O)CC1CC1	4	13	0	0	0	-0.7	-11	2.0
20	CC(C)C#Cc1ccc([C@@H]2[C@@H](CO)N3CCCCN(C(=O)c4ccc5c(c4)OCO5)C[C@H]23)cc1	8	-11	-3	1	8	0.1	-14	-0.1
21	C[C@@H]1CN([C@@H](C)CO)C(=O)Cc2cc(NS(C)(=O)=O)ccc2O[C@H]1CN(C)Cc1ccc2c(c1)OCO2	-10	-23	-4	-5	-3	0.4	27	-3.6
22	C[C@H]1CN([C@@H](C)CO)C(=O)Cc2cc(NC(=O)CCCCCC(=O)Nc3ccccc3N)ccc2O[C@@H]1CN(C)CC1CCCCC1	0	28	4	37	2	-1.1	0	-1.8
23	C[C@@H]1CN([C@@H](C)CO)C(=O)c2cc(N(C)C)ccc2O[C@@H](C)CCCCO[C@@H]1CN(C)C(=O)Cc1ccccc1	1	7	-14	-7	-1	0.0	-13	2.8
24	CN(C)S(=O)(=O)c1ccc(C(=O)NCc2ccccn2)cc1	8	0	12	6	-2	0.4	14	-1.9
25	O=C(Cn1cc2c(n1)CCCC2)NCc1ccccn1	9	-15	-2	-5	1	0.2	-2	1.3
26	C[C@H]1CCCCO[C@H](CN(C)Cc2ccc(Cl)c(Cl)c2)[C@@H](C)CN([C@@H](C)CO)C(=O)c2cc(NC(=O)c3ccccc3)ccc2O1	-4	67*	-5	13	-3	0.1	-24	2.0
27	COc1ccc2c3c(n(C)c2c1)[C@@H](CO)N(C(=O)c1ccccc1)CC31CCN(CC2CC2)CC1	nt	nt	17	-5	3	0.1	-10	4.4
28	CC(=O)c1cc2c(cc1NS(=O)(=O)c1ccccc1Br)OCO2	-9	3	-15	-21	1	0.1	2	2.6
29	CO[C@H]1CN(C)C(=O)c2ccc(NS(=O)(=O)CC(F)(F)F)cc2OC[C@@H](C)N(Cc2nccs2)C[C@H]1C	13	15	-2	4	-2	0.3	6	0.6
30	O=C(NCCOc1ccccc1Cl)c1cccc2c1C(=O)c1ccc(Cl)cc1S2(=O)=O	-19	-15	-3	9	0	0.0	7	0.1
31	Cc1ccc(C)c(NC(=O)C2(C)CCN2C(C)C)c1 (stereo not drawn)	nt	0	-1	5	4	0.3	8	-3.5
32	CCOCc1c(C(=O)N2CCN(Cc3ccc(Br)s3)CC2)oc2ccccc12	4	24	-3	8	0	0.3	-29	3.4
33	O=C(NN=Cc1cccc([N+](=O)[O-])c1)c1cccc2ccccc12	3	10	1	-8	1	0.0	7	0.9
34	CCCNC(=O)C1(C)CCN(Cc2ccc(C)c3ccccc23)C1 (stereo not drawn)	nt	-9	2	-1	5	-0.2	0	-1.2
35	CSc1ccc(OC2(C)CCN(Cc3ccc4c(c3)OCCO4)C2)cc1 (stereo not drawn)	nt	-15	?	-12	-1	-0.1	-29	3.8
36	COc1cccc(-c2nn(-c3ccc(C)cc3)cc2C(=O)N2CCN(C3CCS(=O)(=O)C3)CC2)c1 (stereo not drawn)	3	0	4	-18	0	0.2	-9	-0.5
37	Cc1ccc(CNC(=O)C2CC(c3cccc([N+](=O)[O-])c3)=NO2)o1 (stereo not drawn)	nt	-132	nt	-107	-3	0.2	-20	-4.3
38	CC(=O)N1CC(=O)N2[C@H](CO)[C@H](c3ccc(C#Cc4cccnc4)cc3)[C@H]2C1	nt	nt	2	nt	-3	0.4	-4	-2.1
39	C[C@H](CO)N1C[C@H](C)[C@@H](CN(C)C(=O)c2ccccc2F)Oc2ncc(C#Cc3cccc(F)c3)cc2C1=O	-2	nt	-16	-3	3	0.0	nt	-8.4
40	COc1ccccc1OCCC(=O)OCC(=O)Nc1ccc(Br)cc1	-2	12	nt	1	nt	-0.1	8	-0.9
41	CCC1CN(C(=O)N2CCC(C(=O)Nc3ccccc3OC)CC2)c2ccccc2O1 (stereo not drawn)	-1	1	0	nt	1	0.0	-23	4.3
42	Cc1ccc(S(=O)(=O)N2CCN(C(=O)c3ccccc3-c3nc4ccccc4s3)CC2)c(C)c1	3	nt	?	11	-2	0.3	-5	0.2
43	Cc1ccc(NC(=O)ON=C2CCCC2)cc1	-20	54	-2	-64	-3	0.1	9	-0.7
44	CC(=O)O[C@@H]1[C@H](Oc2c(O)c(C)c3c4c2[C@H](C)CC[C@H]4[C@H](C)C[C@@H]3C=C(C)C)O[C@@H](C)[C@@H](O)[C@H]1O	nt	nt	-5	-3	6	nt	nt	1.9
45	CC(C)NC(=O)Nc1ccc2c(c1)C(=O)N([C@H](C)CO)C[C@@H](C)[C@H](CN(C)C(=O)c1ccccc1)OCCCC[C@@H](C)O2	5	14	-12	7	-1	-0.1	8	-1.1
46	CCOC1=C2CN(S(=O)(=O)c3ccc(C)cc3)[C@H](c3cccc(Cl)c3)C[C@H]2[C@H]2C(=O)N(c3ccccc3)C(=O)[C@H]2C1	nt	2	2	-5	0	0.2	2	0.7
47	COC(=O)c1cc(NC(=O)c2ccc(C)cc2)c(=O)oc1C	-6	-51	3	-20	-4	0.0	-16	0.4
48	CCCC(=O)N1C[C@@H]2[C@H](c3ccccc31)[C@@H](CO)N2C(=O)Nc1ccc(F)cc1	3	1	-5	2	0	-0.1	-1	-3.3
49	CN(CC(=O)NCC(c1ccccc1)N1CCCC1)S(=O)(=O)c1ccc(Cl)cc1 (stereo not drawn)	nt	-6	16	-7	4	0.6	-5	0.7
50	CC(C)CC#Cc1ccc([C@@H]2[C@H]3CN(C(=O)Nc4ccc(F)cc4)CC(=O)N3[C@H]2CO)cc1	nt	nt	4	-6	7	0.5	19	-0.7
51	COc1ccccc1CNC(=O)C[C@@H]1C[C@H]2c3cc(NC(=O)Nc4ccccc4F)ccc3O[C@H]2[C@@H](CO)O1	-12	-13	nt	6	2	0.0	0	0.5
52	C[C@@H]1CCCCO[C@@H](CN(C)C(=O)Nc2ccc(F)cc2)[C@H](C)CN([C@@H](C)CO)C(=O)c2cc(NC(=O)Cc3ccccc3)ccc2O1	-3	12	-7	-2	-5	-0.5	-32	-2.3
53	Cc1cccc(C)c1OCCNC(=O)C(=O)NCc1ccco1	5	7	0	56*	3	0.0	0	1.4
54	CN1CCN(S(=O)(=O)c2cccc(C(=O)Oc3ccc(Br)cc3F)c2)CC1	-3	-24	0	-3	10	0.1	35	-0.8
55	O=C(C[C@H]1C[C@H]2c3cc(NS(=O)(=O)c4ccc(F)cc4)ccc3O[C@H]2[C@H](CO)O1)N1CCOCC1	-2	13	4	4	0	-0.1	-3	0.9
56	CN(C)C(=O)c1cc2c(c(-c3cccc(-c4ccc(F)cc4)c3)n1)[C@H](CCO)N([S@@](=O)C(C)(C)C)C2	1	-15	-5	-9	5	0.0	-7	1.2
57	C[C@@H]1CN([C@H](C)CO)C(=O)CCCn2cc(nn2)CO[C@@H]1CN(C)CC1CCCC1	-2	nt	0	-4	-1	-0.1	10	1.1
58	COc1ccccc1NC(=O)Nc1ccc2c(c1)C(=O)N(C)C[C@@H](OC)[C@@H](C)CN[C@H](C)CO2	nt	-8	-1	9	nt	0.0	6	-0.2
59	C/C=C/c1ccc2c(c1)O[C@H](CN(C)C(=O)COC)[C@H](C)CN([C@H](C)CO)S2(=O)=O	-1	nt	-1	-7	nt	0.1	-1	0.2
60	Cc1ccc(S(=O)(=O)N2CCN(C(=O)COC(=O)COc3ccc(Cl)c(C)c3)CC2)c(C)c1	20	-3	-8	2	-1	0.1	-8	-0.5
61	NC(=O)C1CCN(C(=O)CNC(=O)c2ccc(Br)o2)CC1	-4	-1	-3	4	-5	0.2	13	2.6
62	CN(C)S(=O)(=O)c1ccc(C(=O)NCc2nnc(SCC(=O)N3CCCCCC3)o2)cc1	-4	9	3	nt	1	-0.1	12	-0.8

# Source: PubChem (Broad Institute)
